# From PubChem BioAssay
# NPY2 pot ag = potentiators or agonists of human neuropeptide Y receptor Y2. cells expressing NPY-Y2, potentiator/agonist read-out. AID 1359. P49146. activation, % at 3.6 µM. 0.45% of 220,000 active; in the data active means activation above about 27%;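 further: cells stimulated with NPY near EC25 plus isoproterenol at EC100; 0% = vehicle plus submaximal agonist and 100% = vehicle plus saturating agonist; some results beyond the cut were filed as inactive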
# BaF3 parental = parental Ba/F3 viability inhibition as JAK2V617F counter-screen | inhibition, % at 5.6 µM | AID 1486 | 1.1% of 220,000 active | CellTiter-Glo ATP luminescence;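 active means inhibition above a per-campaign cutoff, the mean inhibition of all tested compounds plus 3 SD, cut at about 27% in these data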;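 further: 0% = DMSO wells and 100% = JAK Inhibitor I control wells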
# eIF4E 4G PPI = eIF4E/eIF4G interaction inhibition in translation initiation | 0.37% of 220,000 active | AID 782 | TR-FRET eIF4E-eIF4GI(517-606) binding, 2 h | inhibition, % at 21.7 µM | P63073+Q04637;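 active means inhibition above about 30%, limit read from the data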;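 further: 0% = full FRET control wells and 100% = background wells lacking eIF4GI fragment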
# Ba/F3 V617F tox = loss of viability in JAK2V617F-driven Ba/F3 cells; 1.1% of 220,000 active; Ba/F3 EpoR-JAK2V617F viability, ATP luminescence; inhibition, % at 5.6 µM;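 active means inhibition above the campaign mean plus 3 SD over all tested compounds, cut at about 24% in these data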;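 further: cytokine-independent growth of Ba/F3 cells driven by EpoR plus mutant JAK2; 0% = DMSO-treated cells and 100% = JAK inhibitor I control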
# S1P4 ag = human S1P4 receptor agonism | 0.35% of 220,000 active | S1P4-expressing cell line, agonist reporter assay | activation, % at 4.98 µM; in the data active means activation above about 11%;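 further: 0% = DMSO vehicle and 100% = reference agonist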
# Target sequence (O95977 whole entry, looked up): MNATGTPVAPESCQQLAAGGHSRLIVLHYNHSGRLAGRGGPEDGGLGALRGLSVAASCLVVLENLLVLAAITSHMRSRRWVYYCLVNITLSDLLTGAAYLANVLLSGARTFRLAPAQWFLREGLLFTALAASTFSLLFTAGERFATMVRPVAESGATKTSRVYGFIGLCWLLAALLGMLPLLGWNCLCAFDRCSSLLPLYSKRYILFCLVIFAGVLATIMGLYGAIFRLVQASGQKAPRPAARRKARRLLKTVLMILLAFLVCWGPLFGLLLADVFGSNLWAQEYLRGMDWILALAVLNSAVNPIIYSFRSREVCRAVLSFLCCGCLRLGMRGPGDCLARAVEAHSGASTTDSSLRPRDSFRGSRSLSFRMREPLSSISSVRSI
# S1P4 antagonist = antagonists of human S1P4 receptor; O95977; S1P4-expressing cells, antagonist mode, reporter read-out; inhibition, % at 4.98 µM; 0.26% of 220,000 active; AID 1510; in the data active means inhibition above about 29%;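 further: 0% = wells stimulated with agonist and 100% = vehicle wells without agonist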
# PERK inh = inhibitors of human PERK kinase; CHO PERK-DD fusion, SEAP luminescence translation reporter; 0.17% of 220,000 active; AID 1416; Q9NZJ5; inhibition, % at 5.6 µM;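 active means inhibition above the mean inhibition of all tested compounds plus 3 SD, set separately per screening campaign, cut at about 2.9% in these data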;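 further: PERK kinase domain activated by AP20187 dimerizer at 100 nM; 0% = DMSO with dimerizer and 100% = rapamycin at 8.4 µM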
# Mdm2 ligase inh = blocks human Mdm2 ubiquitin ligase activity; Q00987; cell-based MDM2 ubiquitination luciferase reporter, 2 h; 0 = plate control, 100 = twice control, blank-subtracted; signal enhancement, % at 5 µM; 0.11% of 210,000 active;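 active means signal enhancement of 30% or more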;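 further: luminescence tracks abundance of the self-degrading MDM2-luciferase fusion protein; higher signal means inhibition of MDM2 E3 ligase activity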
#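 Assay system: mammalian cells stably expressing self-ubiquitinating, self-degrading MDM2 E3–luciferase fusion. Quantity: 2000 cells in each well. Medium: DMEM culture medium. Compound dosing: single-point 5 µM. Timing: cell settling 4 h, compound treatment 2 h, both 37 °C. Technique: luciferase luminescence. Read-out basis: percent signal gain over controls, blank-subtracted. Benchmarks: plate controls and plate blanks.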
# Wee1 stabilizer = blocks degradation of human Wee1 kinase | HeLa Luc-Wee1K328M stability, luciferase luminescence; 100% = proteasome inhibitor MG132 effect | reporter increase, % at 5 µM | 1.2% of 220,000 active;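 active means activation above the mean of all tested compounds plus 3 SD, set per screening run, cut at about 8.8% in these data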;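 further: cells exposed to compound for 20 h before luminescence read; 0% = DMSO alone and 100% = MG132 at 30 µM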
# Target sequence (P30291 whole entry K328M): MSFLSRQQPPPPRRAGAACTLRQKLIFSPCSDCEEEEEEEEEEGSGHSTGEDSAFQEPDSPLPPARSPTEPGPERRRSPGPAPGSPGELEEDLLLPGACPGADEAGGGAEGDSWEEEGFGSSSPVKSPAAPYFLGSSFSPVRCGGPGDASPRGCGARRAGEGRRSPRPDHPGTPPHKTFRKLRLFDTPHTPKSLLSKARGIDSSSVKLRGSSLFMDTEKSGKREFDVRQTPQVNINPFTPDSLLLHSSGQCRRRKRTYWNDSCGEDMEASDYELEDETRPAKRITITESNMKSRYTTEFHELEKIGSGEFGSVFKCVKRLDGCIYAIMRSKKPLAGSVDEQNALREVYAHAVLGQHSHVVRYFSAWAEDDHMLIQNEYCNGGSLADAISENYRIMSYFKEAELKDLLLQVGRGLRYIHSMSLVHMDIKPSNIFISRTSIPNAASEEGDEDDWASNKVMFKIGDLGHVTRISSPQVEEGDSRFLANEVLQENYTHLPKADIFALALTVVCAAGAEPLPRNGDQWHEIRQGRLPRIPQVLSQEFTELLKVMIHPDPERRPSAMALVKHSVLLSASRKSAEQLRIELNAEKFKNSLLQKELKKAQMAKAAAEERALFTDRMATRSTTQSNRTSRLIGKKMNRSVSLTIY
# * = called active by the depositor; x = no result given; [ ] = another dose, or the depositor's remark.
SMILES,NPY2 pot ag,BaF3 parental,eIF4E 4G PPI,Ba/F3 V617F tox,S1P4 ag,S1P4 antagonist,PERK inh,Mdm2 ligase inh,Wee1 stabilizer
O=C1OC(c2ccc(F)cc2)=C/C1=C\c1ccc([N+](=O)[O-])o1,-23,6,-1,2,0.6,-8,1.1,22,2
CCOc1cc(Cl)c(NC(=O)CC)cc1OCC,0,6,-2,2,1.0,-12,0.4,-1,0
O=C(NCCc1ccccc1)C1CCC(CNc2c(N3CCCCC3)c(=O)c2=O)CC1 (centres undefined),2,9,1[fluorescence artefact?],4,-0.8,7,0.8,x,-1
COC(=O)C1=C(C)N(c2ccc(C)cc2)/C(=C/c2cccs2)C1=O,4,4,-8[fluorescence artefact?],-4,1.8,3,0.0,-15,1
COc1ccc(Cl)cc1C(=O)Nc1ccc(Br)c(C)n1,-1,8,2,1,0.0,-2,0.0,-7,1
O=C(COc1ccc(Br)cc1Cl)NC(=O)Nc1ccc2c(c1)OCCO2,0,-1,0,-4,1.6,15,-0.8,-11,2
CCN(CCO)c1ccc(NC(=S)Nc2cccc(S(=O)(=O)N(C)C)c2)cc1,-9,9,-1,2,0.3,-11,1.7,7,-1
CNC(=O)c1c(Cl)cnn1-c1ccc(F)cc1,11,5,6,0,0.5,7,0.7,-6,13*
O=C(c1ccc(Cl)nc1)N1CCC(Cc2ccccc2)CC1,-11,-9,-4,0,-1.0,0,0.4,x,2
O=C1C2C(C(=O)N1Cc1cccnc1)C1C=CC2C12CC2 (centres undefined),-3,2,5,3,0.9,4,0.8,-8,2
O=C(CCN1CCOCC1)Nc1ccc2c(c1)CCC2,0,0,2,-4,-0.5,-17,2.1,-10,-1
CC(OC(=O)c1oc2ccccc2c1COc1ccccc1)C(=O)NC(N)=O (centres undefined),3,2,5,3,0.0,11,0.4,10,-1
CC1CN(S(=O)(=O)c2cccc3nsnc23)CC(C)O1 (centres undefined),0,1,1,-2,-0.4,9,-0.1,-3,0
CCCc1cc(C(=O)NNC(=S)NCC)c2ccccc2n1,-4,9,-6[fluorescence artefact?],4,-0.7,-9,-0.2,0,-1
Cc1ccc(NC(=O)CN2C(=O)N/C(=C\c3cccn3-c3cccc(C(=O)O)c3)C2=O)cc1,16,14,24,0,2.2,-19,1.6,5,-1
COc1ccc(/C=N/NC(=O)CSc2nnc(CCCc3ccc(OC)c(C)c3)o2)cc1,5,2,0,2,-1.8,-9,0.3,-1,0
Nc1nc(O)c(CC(=O)O)s1,-2,-2,-5,-2,-0.2,-4,0.7,-10,-1
Cc1cc(NCCCO)n2c(nc3ccccc32)c1C#N,0,5,5,1,0.2,10,-0.5,-4,5
Cc1ccc2c(CN3CCN(CCO)CC3)cc(=O)oc2c1C,-3,4,4[fluorescence artefact?],3,-0.9,-13,-0.4,-8,2
CCN(CC)CCCNc1oc(-c2cccc(Cl)c2)nc1C#N,1,4,2,-3,-2.3,-17,0.8,-16,0
CCOC(=O)c1c(NC(=O)CSc2nnc(-c3cccnc3)n2Cc2ccco2)sc(C)c1C,2,2,-7,-2,-0.1,8,-0.2,-11,-2
CC(=O)N1CCN(C(=O)CNc2cc(C(F)(F)F)ccc2OCC(F)(F)F)CC1,10,4,0,1,0.9,-6,-0.2,5,0
O=C(c1ccc(N2CCCCS2(=O)=O)cc1)N1CCN(c2ccc(N3CCOCC3)nn2)CC1,2,-3,-3,-2,1.2,0,3.0*,-3,-2
O=C(/C=C/c1ccco1)Nc1nnc(-c2ccco2)s1,-7,1,0,-3,0.5,-8,0.3,1,1
CCOC(=O)C(C)Oc1ccc(NC(=O)C(Cl)Cl)cc1 (centres undefined),1,2,1,-3,0.5,-21,1.8,9,-3

# Continued; it opens with the 2 that closed the last part.
SMILES,NPY2 pot ag,BaF3 parental,eIF4E 4G PPI,Ba/F3 V617F tox,S1P4 ag,S1P4 antagonist,PERK inh,Mdm2 ligase inh,Wee1 stabilizer
O=C(/C=C/c1ccco1)Nc1nnc(-c2ccco2)s1,-7,1,0,-3,0.5,-8,0.3,1,1
CCOC(=O)C(C)Oc1ccc(NC(=O)C(Cl)Cl)cc1 (centres undefined),1,2,1,-3,0.5,-21,1.8,9,-3
O=C(c1cc(C2CC2)on1)N1CCN(c2ccc(F)cc2)CC1,-9,6,1,1,-1.4,-2,1.1,-2,-1
O=C(CSc1nnc(-c2cccc(S(=O)(=O)N3CCCCC3)c2)o1)c1ccc[nH]1,-22,5,-13,3,1.6,-8,-0.3,-10,-1
O=C(Nc1c(-c2ccccc2)nc2c(Br)cc(Br)cn12)c1ccco1,-7,-3,-1,-4,1.1,-11,-0.1,-12,-1
CCc1ccc(N2CN(Cc3ccco3)CNC2=S)cc1,-9,1,-2,-4,0.0,0,1.3,-12,0
COc1cc(Cl)c(C)cc1NC(=O)CN(C)Cc1cccc(OC)c1OC,-16,4,4,3,0.8,2,-0.5,-21,-3
COc1ccc(OC)c(N(CC(=O)N2CCC(C)CC2)S(=O)(=O)c2ccccc2)c1,-41,9,2[fluorescence artefact?],2,0.2,-20,-0.4,-17,-2
O=C(C[n+]1ccc(C(=O)N/N=C/c2ccc(Cl)cc2Cl)cc1)c1ccccc1,-21,8,5,7,3.0,-6,1.2,-10,13*
C[C@H](NC(=O)c1nc[nH]c1C(=O)NCc1ccccc1)C(=O)OC(C)(C)C,-1,5,-1,-5,-0.4,-10,1.4,x,-1
CCOC(=O)c1[nH]c(=O)[nH]c1CN(Cc1ccco1)Cc1[nH]c(=O)[nH]c1C(=O)OCC,-15,3,2,-3,1.6,-3,0.9,-15,2
COc1ccc(OC)c2[nH]c(=O)c(CCNC(=O)C(=O)c3c(C)[nH]c4ccccc34)cc12,-17,2,4,2,-1.0,-13,0.1,-8,1
O=C(COc1ccccc1)Nc1cc(C(F)(F)F)ccc1N1CCCC1,-24,5,4,-1,-1.8,-20,0.4,-11,1
Cc1ccc2c(c1)C(C)CC(C)(C)N2C(=O)CN1CCN(C)CC1 (centres undefined),-18,-2,1,2,-1.0,-10,1.1,x,-1
O=C(c1cccc(Cl)c1Cl)N1CCN(c2ccccn2)CC1,5,2,3,-1,0.6,-12,0.6,-6,-1
CC(=O)N1CC=CC1(C)C(=O)O (centres undefined),-3,1,1[fluorescence artefact?],0,1.2,7,0.5,x,-4
CCn1cc(-c2ccnc3cc(C(=O)O)nn23)c(C)n1,3,8,6,3,0.8,-9,1.2,-5,-1
CCCCSc1cc(C)nc2ncnn12,8,0,-2,3,-0.4,-7,0.1,-4,-1
Cc1nn(C(C)(C)C)c(OC(=O)c2cccs2)c1S(=O)(=O)c1ccccc1,15,0,5,2,-0.7,13,-0.3,-17,-3
Cc1cc(C(=O)N2CCN(c3ccccn3)CC2)c(C)o1,11,10,x,4,-0.1,-9,-0.2,-15,2
O=C(CCC(=O)OCc1ccc(C(=O)Oc2ccc(Cl)cc2)cc1)Nc1ccccc1,-15,7,2,4,-1.6,-30,0.2,-18,0
COc1ccccc1C1C([N+](=O)[O-])=CC([N+](=O)[O-])=CN1C (centres undefined),-5,0,9,-1,0.4,3,0.1,-2,-1
CCOC(=O)C(C(=O)OCC)[C@@H]1CS(=O)(=O)C[C@H]1C(C(=O)OCC)C(=O)OCC,9,8,2[fluorescence artefact?],-1,-1.7,1,0.4,-12,1
O=C(NCc1ccccc1)NS(=O)(=O)c1ccccc1Cl,-14,12,-6,4,-1.6,-24,0.8,-8,5
CC(=O)Nc1ccc(NC(=O)CSc2nnc(C)c(=O)[nH]2)cc1,-5,2,2,0,1.4,-3,0.8,3,0
CCSc1nnc(CNC(=O)C23CC4CC(CC(C4)C2)C3)n1Cc1ccccc1,-4,8,-2,-2,0.1,7,0.2,-6,4
O=C(Cc1cccs1)N(Cc1cccs1)C1(C(=O)NC2CCCCC2)CCCCC1,-8,3,-2,-2,-1.0,0,-0.5,-27,-1
# (next part)
SMILES,NPY2 pot ag,BaF3 parental,eIF4E 4G PPI,Ba/F3 V617F tox,S1P4 ag,S1P4 antagonist,PERK inh,Mdm2 ligase inh,Wee1 stabilizer
CC(=O)Nc1ccc(NS(C)(=O)=O)cc1,5,4,-8,-2,-6.4,9,0.5,-17,-1
CC(NC(=O)c1ccco1)C(=O)Nc1nc(-c2ccccn2)cs1 (centres undefined),5,6,-4,-3,0.9,-6,0.5,-29,0
O=C(c1cc2n(n1)C(C(F)(F)F)CC(c1ccc(Cl)cc1)N2)N1CCCC1 (centres undefined),7,2,-8,-2,0.5,-8,0.0,-14,1
CCc1cc2c(SCc3nc4sc(C(C)=O)c(C)c4c(=O)[nH]3)ncnc2s1,5,-5,-4,-3,1.0,-14,0.1,-3,0
CCOCCCNC(=O)c1ccc(Cn2c(=S)[nH]c3c([nH]c4ccc(OC)cc43)c2=O)cc1,-8,5,7,0,0.1,-21,0.4,-16,3
O=C(NCCc1csc(-c2cccnc2)n1)c1cccs1,15,-3,-3,-4,-3.2,-8,-0.3,-20,4
O=C(Nc1c(C(=O)O)[nH]c2ccccc12)c1cccc(C(F)(F)F)c1,10,1,-4,0,1.2,-11,0.7,1,3
Cc1nc2c(=O)n(C)c(=O)[nH]c2n1Cc1ccccc1,-2,-1,10,-7,2.1,-12,0.8,17,0
COc1ccc(-c2cc(C(=O)OC3CCOC3=O)c3ccccc3n2)cc1 (centres undefined),2,0,2[fluorescence artefact?],-2,1.4,-2,0.7,-19,-2
COc1ccc2c(c1)C(=O)CC(c1ccccc1F)O2 (centres undefined),6,3,-2,-3,-0.5,7,1.0,-8,8
COc1ccc(NS(=O)(=O)c2ccc(O)c(C(=O)OCC(=O)N3CC(C)OC(C)C3)c2)cc1 (centres undefined),-8,2,-4,-3,-1.2,-7,0.6,-9,-1
Cc1cccc(Cc2cnc(N3C(=N)SC(c4ccccc4)C3=O)s2)c1 (centres undefined),-10,3,12,-4,1.3,-9,-0.7,6,-3
CCCCCOc1ccc(C(=O)NC(CCC)C(=O)O)cc1 (centres undefined),-13,0,6,0,2.1,-12,0.1,-14,0
Cn1c(NC(=O)c2ccc(Cl)s2)cc(=O)n(C)c1=O,16,-4,4,0,1.8,7,0.3,2,-1
Cc1ccc(-c2cc(C(=O)Nc3ccc(S(=O)(=O)Nc4nccs4)cc3)c3ccccc3n2)c(C)c1,14,7,-2,3,-1.2,-10,0.4,-10,0
O=C(Nc1ccccc1F)c1ccc(COc2ccc(Cl)cc2Cl)o1,-43,1,0[fluorescence artefact?],-5,-0.4,-2,1.3,-6,-1
COC(=O)c1[nH]c(C)c(/C(O)=C2\C(=O)C(=O)N(CCN(C)C)C2c2cccc(OC)c2OC)c1C (centres undefined),2,3,1,3,0.9,-18,-0.4,-31,2
COc1ccc(NC(=S)N(Cc2ccc(C(=O)O)cc2)Cc2ccc(OC)c(OC)c2)cc1,5,6,1,1,-0.4,-7,-0.1,8,-3
Cc1ccc(Nc2nnc(SCc3cc(=O)n4cc(C)ccc4n3)s2)cc1,-9,2,-8,-3,0.6,0,1.0,-4,-1
Cc1ccc(NC(=O)CN(C)S(=O)(=O)c2cccc3nsnc23)cc1,-2,1,-6,2,1.7,-11,-1.0,-3,2

# Single values from the results shown:
# `Cc1nn(C(C)(C)C)c(OC(=O)c2cccs2)c1S(=O)(=O)c1ccccc1` in Mdm2 ligase inh reads -17
# `CC(OC(=O)c1oc2ccccc2c1COc1ccccc1)C(=O)NC(N)=O` (centres undefined) in BaF3 parental reads 2
